# RAD52 anneal inh – RAD52 DNA annealing inhibitors, primary screen, biochemical, FRET, single point, set 2 | inhibition, % at 18.7 µM | AID 651710, 2012 | DNA repair protein RAD52 homolog (Homo sapiens), P43351 | recombinant RAD52 DNA annealing, FRET fluorescence | 0.46% of 360,000 active;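 active = every replicate showing at least 50% inhibition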
# Target sequence (P43351 whole entry, looked up): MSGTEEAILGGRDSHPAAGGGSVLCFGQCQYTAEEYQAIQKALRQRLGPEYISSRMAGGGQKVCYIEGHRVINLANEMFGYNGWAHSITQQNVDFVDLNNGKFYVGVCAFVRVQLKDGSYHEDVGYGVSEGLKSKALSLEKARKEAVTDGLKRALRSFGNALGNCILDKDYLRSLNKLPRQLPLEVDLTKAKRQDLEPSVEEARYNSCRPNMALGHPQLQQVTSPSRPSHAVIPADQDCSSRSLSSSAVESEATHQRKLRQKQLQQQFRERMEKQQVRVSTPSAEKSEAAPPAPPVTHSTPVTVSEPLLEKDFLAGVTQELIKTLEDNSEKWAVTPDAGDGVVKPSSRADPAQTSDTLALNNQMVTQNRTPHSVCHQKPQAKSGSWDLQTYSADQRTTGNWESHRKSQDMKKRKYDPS
# XiGFP reactiv – activators of inactive X chromosome reactivation, primary screen, imaging, XiGFP fibroblasts, GFP high-content imaging, set 2 | XiGFP mouse fibroblasts, % GFP-positive cells imaging, 3 d; cells co-treated with 5-aza-dC sensitizer; scaled so ellipticine positive control = 100% | AID 743238, 2013 | 0.055% of 360,000 active | activation, % at 7.58 µM;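 active = mean normalized replicate activation at least 10% and every replicate at or above 10%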;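 also: 0% = median of on-plate neutral control wells and 100% = ellipticine 6 µM median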
#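 System: 68-5-11 XiGFP fibroblast line; Timing: 3 days compound exposure; Compound dosing: one concentration, pinned; Benchmarks: positive control ellipticine, 6 µM final; Buffer or medium: DMEM containing 5-aza-dC.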
# E-sel inducer – E-selectin induction in HUVECs, primary screen, imaging, HUVEC, immunofluorescence imaging, single point | P16581 | normalized: neutral wells 0, TNF-alpha wells 100 | activation, % at 7.58 µM | 0.37% of 260,000 active | AID 686992, 2013;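 active = mean E-selectin-positive cell signal at least 10% of the positive control, reached in at least 60% of replicates, without over 20% cell loss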;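 also: in these data hits start at about 27%; measured in HUVEC primary endothelial cells; signal is the percent of cells scored E-selectin positive by PE staining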
#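 Test system: HUVEC | Signal: Immunofluorescence imaging | Read-out: Percent E-selectin-positive cells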
# esBAF inh – Bmi1 luciferase reporter increase in mESCs, primary screen, esBAF inhibitor project, mouse ES cells, Bmi1 luciferase knock-in, single point. AID 602393, 2012. reporter increase, % at 12.5 µM. 24 h; 100% = twice the neutral-well signal. 2% of 350,000 active; in the data active = activation above about 40%;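 also: 0% = median of the plate's neutral control wells and 100% = double that signal; a rise in the Bmi1 reporter signal indicates esBAF inhibition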
# S100A4 MyoIIA – inhibitors of S100A4-myosin IIA peptide binding, primary screen, biochemical, fluorescence polarization, TAMRA-MyoIIA peptide; Protein S100-A4 (Homo sapiens), P26447; inhibition, % at 10.7 µM; 0.14% of 360,000 active; AID 652163, 2013;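 active = mean inhibition of at least 70% across replicates, with every replicate also reaching that level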
# Target sequence (P26447 whole entry, looked up): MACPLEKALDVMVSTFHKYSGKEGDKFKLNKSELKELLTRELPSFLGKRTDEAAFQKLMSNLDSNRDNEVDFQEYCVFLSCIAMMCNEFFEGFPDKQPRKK
#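 Material: S100A4 monomer (human). Medium: Calcium-containing HEPES buffer, pH 7.2. Probe or stimulus: labelled myosin peptide probe, 5 nM. Compound dosing: one concentration per compound. Timing: polarization read 5 min after assay mix addition, stable 5–60 min. Benchmarks: DMSO as neutral control, TFP as positive control.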
# ERAP1 inh – human ERAP1 aminopeptidase inhibitors, primary screen, biochemical, single point, plate reader | Endoplasmic reticulum aminopeptidase 1 (Homo sapiens), Q9NZ08 | recombinant ERAP1, Leu-AMC fluorescence, 60 min | inhibition, % at 10.7 µM | 0.15% of 340,000 active | AID 652197, 2013;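 active = mean replicate inhibition of at least 30%, or all replicates individually reaching that 30% level; inactive = mean below 30% and not every replicate reaching it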;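 also: 0% = neutral control wells and 100% = L-leucinethiol positive control wells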
# ERp5 inh – inhibitors of ERp5-driven insulin aggregation, primary screen, biochemical, turbidity, absorbance 650 nm, single point; AID 651711, 2012; inhibition, % at 9.99 µM; Protein disulfide-isomerase A6 (Homo sapiens), Q15084; 90 min; 0.05% of 350,000 active;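 active = mean replicate inhibition above about 25%, with every replicate also reaching it, limit read from the data, passing the limit was not always enough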
# RAD54 branch – inhibitors of human RAD54 branch migration, primary screen, biochemical, fluorescence, single point; DNA repair and recombination protein RAD54-like (Homo sapiens), Q92698; RAD54 Holliday junction branch migration, FAM/BHQ fluorescence; inhibition, % at 10.4 µM; 0.14% of 360,000 active;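 active = mean normalized replicate activity at least 40 and at least half of replicates scoring 40 or more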;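 also: 0% = median of neutral control wells and 100% = median of positive control wells; inhibitors cause a drop in the FAM fluorescence signal; in these data hits start at about 50%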
# * hit, by the source's call; nt = no result given.
SMILES	esBAF inh	XiGFP reactiv	RAD54 branch	S100A4 MyoIIA	ERp5 inh	RAD52 anneal inh	ERAP1 inh	E-sel inducer
C[C@H]1CN([C@@H](C)CO)C(=O)Cc2cc(NC(=O)Cn3cnnn3)ccc2O[C@@H]1CN(C)C	5.7	-0.1	-1.1	1.8	-18.1	11.1	3.8	nt
COCCCNC(=O)/C=C/[C@H]1O[C@@H](n2cnc3c(NC(=O)c4ccccc4)ncnc32)[C@H](O)[C@@H]1O	12.0	0.3	-14.1	0.7	4.2	-4.7	0.8	-0.6
CCC1CSC(=Nc2ccc(C)cc2)N1C(=O)CN1C(=O)NC2(CCCC2)C1=O (stereo unspecified)	nt	0.0	6.4	-8.8	6.5	2.3	-0.8	-0.2
Cc1cccc(NC(=O)c2ccc(F)c(S(=O)(=O)NCc3ccco3)c2)c1	7.4	0.3	-1.4	-5.3	1.0	-18.2	-2.1	nt
COc1ccc(CNC(=O)COc2cc3c(c4oc(=O)cc(C)c24)CCC(C)(C)O3)cc1OC	3.9	nt	10.1	-2.8	3.9	-6.6	-5.0	nt
CC(C)Cn1c(Cc2ccccc2)n[nH]c1=S	-1.1	nt	0.1	4.6	-6.6	-9.1	12.5	nt
O=C(CC(c1ccccc1)c1ccccc1)NCCOCc1ccccc1	-1.7	0.2	7.7	3.7	5.9	-11.9	7.8	0.1
COc1ccc(OCC(=O)Nc2cc(S(=O)(=O)N3CCCCC3)ccc2OC)cc1	1.9	-0.1	-4.1	1.6	-3.7	-7.8	-1.8	0.0
COc1cc(/C=C/C(=O)O)ccc1OS(=O)(=O)c1cc(C)ccc1C	4.2	0.0	0.5	1.6	5.0	-43.2	-4.3	9.6
C/C(CC(=O)Nc1ccc([N+](=O)[O-])cc1)=N/NC(=O)C1C2CCCCC21 (stereo unspecified)	11.3	0.0	-4.0	-1.6	-1.4	-11.9	3.3	0.5
O=C(CC1SC(N2CCOCC2)=NC1=O)Nc1ccc(Cl)c(C(F)(F)F)c1 (stereo unspecified)	-7.3	0.3	-2.8	-6.2	-2.0	-19.1	0.4	0.0
C[C@H](CO)N1C[C@H](C)[C@H](CN(C)S(=O)(=O)c2cccs2)Oc2ncc(-c3cccc(C(F)(F)F)c3)cc2C1=O	6.0	-0.2	4.9	-5.4	3.9	-2.2	-0.1	0.2
C[C@@H]1CN([C@@H](C)CO)C(=O)Cc2cc(NC(=O)Cc3cn(C)c4ccccc34)ccc2O[C@H]1CN(C)CC1CCCCC1	-7.2	-0.9	2.8	-6.7	-1.0	-13.7	-0.7	-2.9
CC(=O)c1cccc(NC(=O)c2ccc(N(C)S(=O)(=O)c3ccc(C)cc3)cc2)c1	-1.0	0.2	2.8	-5.3	-1.3	-13.5	-1.3	nt
O=C(Nc1ccccc1)N[C@@H]1CC[C@@H](CCNS(=O)(=O)c2cccc(F)c2)O[C@@H]1CO	-1.3	-0.4	1.0	6.7	-6.9	-15.9	-4.0	0.1
CN1CCN(S(=O)(=O)c2cccc(C(=O)Nc3ccc(Br)cc3Br)c2)CC1	-5.6	0.0	-0.1	6.9	1.3	2.5	-1.3	2.2
CC(C)(C)c1ccc(Cn2nc(CC(=O)O)c3ccccc3c2=O)cc1	1.5	0.0	-3.8	3.5	7.5	-14.6	-3.2	nt
CO[C@H]1CN(C)C(=O)c2cc(NC(=O)C3CCC3)ccc2OC[C@@H](C)N(Cc2cccnc2)C[C@@H]1C	-2.5	0.2	-6.0	-0.7	-4.9	0.9	1.3	0.0
COCCn1c(Cc2ccccc2)nnc1SCC(=O)NC1CC1	-7.6	-0.1	18.1	0.5	2.3	-0.8	4.3	0.1
O=C(CCN1CCCCC1=O)NC1CCCN(Cc2ccc(Cl)cc2)C1 (stereo unspecified)	-3.8	0.1	0.0	-1.7	-3.2	-1.4	-3.2	-1.0
CCn1c(=O)oc2cc(NC(=O)CCl)ccc21	nt	0.2	nt	-2.1	-0.6	2.7	-1.5	nt
Cc1ccc(C)c(NC(=O)CSc2nc(N)c(NC(=O)c3cccs3)c(=O)[nH]2)c1	1.6	0.1	0.7	0.5	6.6	-11.6	3.0	2.7
COc1ccc(CCNC(=O)C(=O)NCC2CCCO2)cc1OC (stereo unspecified)	1.5	nt	4.8	3.4	0.5	-1.8	-0.4	nt
C=CCOC(=O)N1CCC2CC1c1c(-c3ccc(C(F)(F)F)cc3)cccc12 (stereo unspecified)	-11.5	-0.1	-23.6	4.4	-6.1	4.4	3.8	-0.2
Cc1ccc(Oc2nc3c(c(=O)n(C)c(=O)n3C)n2C)cc1C	nt	0.2	nt	-5.1	0.3	-40.3	-0.7	0.1
COc1cccc(CN(C)C(=O)c2cccc(NC(=O)CC3SC(N4CCCCC4)=NC3=O)c2)c1OC (stereo unspecified)	4.5	0.1	3.5	2.7	-3.7	-41.5	3.1	-0.3

# A draw from above in order of SMILES length, smallest number first:
SMILES	esBAF inh	XiGFP reactiv	RAD54 branch	S100A4 MyoIIA	ERp5 inh	RAD52 anneal inh	ERAP1 inh	E-sel inducer
Cc1ccc(Oc2nc3c(c(=O)n(C)c(=O)n3C)n2C)cc1C	nt	0.2	nt	-5.1	0.3	-40.3	-0.7	0.1
C=CCOC(=O)N1CCC2CC1c1c(-c3ccc(C(F)(F)F)cc3)cccc12 (stereo unspecified)	-11.5	-0.1	-23.6	4.4	-6.1	4.4	3.8	-0.2
CN1CCN(S(=O)(=O)c2cccc(C(=O)Nc3ccc(Br)cc3Br)c2)CC1	-5.6	0.0	-0.1	6.9	1.3	2.5	-1.3	2.2
C/C(CC(=O)Nc1ccc([N+](=O)[O-])cc1)=N/NC(=O)C1C2CCCCC21 (stereo unspecified)	11.3	0.0	-4.0	-1.6	-1.4	-11.9	3.3	0.5
CC(=O)c1cccc(NC(=O)c2ccc(N(C)S(=O)(=O)c3ccc(C)cc3)cc2)c1	-1.0	0.2	2.8	-5.3	-1.3	-13.5	-1.3	nt
COc1ccc(CNC(=O)COc2cc3c(c4oc(=O)cc(C)c24)CCC(C)(C)O3)cc1OC	3.9	nt	10.1	-2.8	3.9	-6.6	-5.0	nt
COc1cccc(CN(C)C(=O)c2cccc(NC(=O)CC3SC(N4CCCCC4)=NC3=O)c2)c1OC (stereo unspecified)	4.5	0.1	3.5	2.7	-3.7	-41.5	3.1	-0.3
O=C(Nc1ccccc1)N[C@@H]1CC[C@@H](CCNS(=O)(=O)c2cccc(F)c2)O[C@@H]1CO	-1.3	-0.4	1.0	6.7	-6.9	-15.9	-4.0	0.1
C[C@H](CO)N1C[C@H](C)[C@H](CN(C)S(=O)(=O)c2cccs2)Oc2ncc(-c3cccc(C(F)(F)F)c3)cc2C1=O	6.0	-0.2	4.9	-5.4	3.9	-2.2	-0.1	0.2

# In the list so far, these have an aryl thioether with sulfur outside any ring:
SMILES	esBAF inh	XiGFP reactiv	RAD54 branch	S100A4 MyoIIA	ERp5 inh	RAD52 anneal inh	ERAP1 inh	E-sel inducer
COCCn1c(Cc2ccccc2)nnc1SCC(=O)NC1CC1	-7.6	-0.1	18.1	0.5	2.3	-0.8	4.3	0.1
Cc1ccc(C)c(NC(=O)CSc2nc(N)c(NC(=O)c3cccs3)c(=O)[nH]2)c1	1.6	0.1	0.7	0.5	6.6	-11.6	3.0	2.7

# Bioassay records from PubChem.
